SNCA expr inh – reduces expression of the alpha-synuclein gene | HEK-293 SNCA-luciferase knock-in, luminescence, 24 h | Potency, µM (series often up to 57.2 µM), for inactives: at the top dose activity change, negative = inhibition, usual class: inhibitors | actives 0.17% (n = 140,000) | AID 1671194;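 also: potency is read from the fitted curve at half-maximal effect; plate controls were DMSO cells for no effect and cell-free wells for full effect; nearly all actives have a fitted effect of over 45% in size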
IP6K1 inhibitor – blocks human inositol hexakisphosphate kinase 1. Q92551. IP6K1 kinase, ADP-Glo luminescence, 2 h; hits give low values. activity change, % (series mostly up to about 58 µM). actives 0.81% (n = 140,000); in the data active = activity change below about -25%
Target sequence (Q92551 whole entry, looked up): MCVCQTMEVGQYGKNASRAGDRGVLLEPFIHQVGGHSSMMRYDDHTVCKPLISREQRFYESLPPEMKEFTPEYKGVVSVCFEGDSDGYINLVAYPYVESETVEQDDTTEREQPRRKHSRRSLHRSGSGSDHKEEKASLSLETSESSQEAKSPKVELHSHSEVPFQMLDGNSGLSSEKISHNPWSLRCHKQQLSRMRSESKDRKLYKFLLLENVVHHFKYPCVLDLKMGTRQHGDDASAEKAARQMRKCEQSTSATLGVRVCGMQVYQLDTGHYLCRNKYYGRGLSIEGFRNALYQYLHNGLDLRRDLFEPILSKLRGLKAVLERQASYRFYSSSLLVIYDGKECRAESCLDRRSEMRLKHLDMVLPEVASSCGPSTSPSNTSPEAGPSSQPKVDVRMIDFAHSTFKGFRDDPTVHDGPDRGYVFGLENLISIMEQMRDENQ
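ADP-Glo luminescence measures ADP made by human IP6K1 during a 2 h RT reaction with ATP/IP6 (mix at 1.3 mM/130 uM); top library doses 57.5 and 19.1 uM final.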
NIH3T3 tox – kills NIH 3T3 cells; NIH 3T3 viability, CellTiter-Glo ATP luminescence, 48-72 h; Potency, µM (titrated, usually from 96.7 µM), for inactives: at the highest dose activity change, negative = cytotoxicity, most hits filed as inhibitors; actives 4.3% (n = 94,000); also: potency is read from the fitted curve at half-maximal effect; nearly all actives have a fitted effect of over 55% in size
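Cells were seeded at 400 per well, treated with pin-transferred compound, and kept 48 or 72 hr at 37 °C before CellTiter-Glo addition and luminescence imaging of cellular ATP.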
SNCA viab count – reduces viability of HEK-293 SNCA reporter cells; HEK-293-SNCA-luc viability, GF-AFC fluorescence, 24 h; Potency, µM (doses to about 57.1 µM), inactives show at the top dose activity change, negative = cytotoxicity, hits mostly cytotoxic; actives 0.12% (n = 150,000); AID 1671193;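 also: potency is read from the fitted curve at half-maximal effect; 0% = DMSO-treated cells and -100% = medium-only wells without cells; nearly all actives have a fitted effect of over 30% in size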
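HEK-293-SNCA-luc cells (1500/well) plated 24 h, then exposed 24 h to a dilution series; GF-AFC added 30 min at 37C, fluorescence 405/540 nm; normalised to medium-only and DMSO wells, Hill fit.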
Luciferase inh – blocks purified firefly luciferase enzyme activity; P08659; purified P. pyralis luciferase, luminescence, biochemical; Potency, µM (top dose mostly 115 µM), without a hit: at the highest dose activity change, negative = inhibition, most hits filed as inhibitors; actives 2.5% (n = 76,000); AID 1347043; also: potency is read from the fitted curve at half-maximal effect; nearly all actives have a fitted effect of over 65% in size
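Purified 10nM P. pyralis luciferase with 10uM D-luciferin and 10uM ATP in 50mM Tris acetate pH 7.5, 10mM Mg acetate, 0.01% Tween-20, 0.05% BSA. qHTS titration; luminescence read by CCD imager.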
HEK293 tox – kills HEK 293 cells; HEK 293 viability, ATP luminescence (CellTiter-Glo), 48-72 h; Potency, µM (highest dose often 115 µM), for inactives: at the top dose activity change, negative = cytotoxicity, actives largely listed as inhibitors; actives 6.6% (n = 94,000); AID 1345083; also: potency is read from the fitted curve at half-maximal effect; nearly all actives have a fitted effect of over 60% in size
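CellTiter-Glo luminescence (cellular ATP) was read after 48 or 72 hr of compound exposure at 37 degree Celsius. Cells were HEK 293 plated at 250 cells/well.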
GPT2 inhibitor – inhibitors of human GPT2 alanine aminotransferase | Recombinant GPT2, coupled pyruvate oxidase/HRP Amplex Red fluorescence | Q8TD30 | Potency, µM (series often up to 57.7 µM), without a hit: at the top dose activity change, negative = inhibition, usual class: inhibitors | actives 0.25% (n = 100,000); also: potency is read from the fitted curve at half-maximal effect; nearly all actives have a fitted effect of over 60% in size; many of its hits are not listed in these tables
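Fluorescence read-out: pyruvate from GPT2 turnover coupled to pyruvate oxidase, HRP and Amplex Red (0.2mM ThPP, 0.2U/mL PO and HRP, 50uM Amplex final). Substrates 250uM a-KG, 2mM L-alanine; enzyme 10ng/uL; 30 min RT.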
* hit, by the source's call; i = inactive; ? = inconclusive; . = not tested or not shown; [ ] = dose if it differs, or a comment. Unless noted, calls follow the shape of the dose curve; as a rule, active = well fitted curve in the direction sought with a large enough effect; inconclusive = small, poorly fitted or top-dose-only effect, or another doubt; inactive = no such curve, though single readings can be large; an effect the other way counts as inactive or inconclusive. Unless noted, % is scaled to controls: 0 for no effect and ±100 for the full control effect. These rows are one share of the data; count on the stated rates, not on these rows.

The line under a structure holds: SNCA expr inh | IP6K1 inhibitor | NIH3T3 tox | SNCA viab count | Luciferase inh | HEK293 tox | GPT2 inhibitor
> O=C1COc2ccc(-c3ccc(Cl)cc3)nc2CN1Cc1ccccc1
  -22.3%[87.6 µM] | -5.6 | ? | -5.8%[87.6 µM] | 1.4%[172 µM] | 63.1µM* | -1.8%[88.5 µM]
> CN(C(=O)CSc1nc2ccccc2n1CC(=O)N(C)C1CCCCC1)c1ccccc1
  -3.3% | 42.5 | . | ? | . | . | .
> O=C(NCc1ccc(Cl)cc1)c1ccc2c(c1)N(Cc1ccccc1F)C(=O)c1ccccc1S2=O (stereo not given)
  -24.1% | 36.9 | . | -2.1% | . | . | .
> CNC(=O)c1cc(C)nc2onc(C3CCCN(C(=O)c4ccccc4OC)C3)c12 (stereo not given)
  . | -3.4 | -19.2% | . | . | -0.5% | .
> Cc1ccccc1CC(=O)N1CCC2(CC1)N(c1ccccc1)C(=O)CS2(=O)=O
  14.3% | 5.7 | -3.5% | -6.8% | -2.5% | -0.4% | 2.0%
> CC(c1ccon1)N(C)C(=O)c1cccc(CC2CCNCC2)c1 (stereo not given)
  -1.4% | -0.4 | 2.6% | -17.6% | -8.4% | i | i
> Cc1ccc(CN2C(=O)C3(SCC(=O)N3c3ccc(C)c(C)c3)c3ccccc32)cc1 (stereo not given)
  ? | -6.3 | . | -6.0% | . | . | .
> Cc1cc(OCCN2CCOCC2)c(C)c2c1CC[C@@H]([C@H](C)C(=O)N1CCOCC1)C2
  ? | 16.9 | ? | -16.5%[87.6 µM] | -4.4%[172 µM] | ? | 0.3%[88.5 µM]
> Cc1ccc(NC(=O)c2c(C)oc3ccc(O)c(CN4CCCCCC4)c23)cc1
  10.4% | 8.5 | . | -13.6% | . | . | .
> N=C(N)c1ccc(OCCCOc2ccc(C(=N)N)cc2)cc1
  -20.6%[25.6 µM] | -1.5 | . | 3.8%[23.9 µM] | . | . | -8.4%

Quoted at random: 2 compounds from above.
The line under a structure holds: SNCA expr inh | IP6K1 inhibitor | NIH3T3 tox | SNCA viab count | Luciferase inh | HEK293 tox | GPT2 inhibitor
> O=C(NCc1ccc(Cl)cc1)c1ccc2c(c1)N(Cc1ccccc1F)C(=O)c1ccccc1S2=O (stereo not given)
  -24.1% | 36.9 | . | -2.1% | . | . | .
> O=C1COc2ccc(-c3ccc(Cl)cc3)nc2CN1Cc1ccccc1
  -22.3%[87.6 µM] | -5.6 | ? | -5.8%[87.6 µM] | 1.4%[172 µM] | 63.1µM* | -1.8%[88.5 µM]

Molecules from the list above that contain a Cl atom:
The line under a structure holds: SNCA expr inh | IP6K1 inhibitor | NIH3T3 tox | SNCA viab count | Luciferase inh | HEK293 tox | GPT2 inhibitor
> O=C1COc2ccc(-c3ccc(Cl)cc3)nc2CN1Cc1ccccc1
  -22.3%[87.6 µM] | -5.6 | ? | -5.8%[87.6 µM] | 1.4%[172 µM] | 63.1µM* | -1.8%[88.5 µM]
> O=C(NCc1ccc(Cl)cc1)c1ccc2c(c1)N(Cc1ccccc1F)C(=O)c1ccccc1S2=O (stereo not given)
  -24.1% | 36.9 | . | -2.1% | . | . | .

(cont.)
The line under a structure holds: SNCA expr inh | IP6K1 inhibitor | NIH3T3 tox | SNCA viab count | Luciferase inh | HEK293 tox | GPT2 inhibitor
> O=C(Cc1noc2ccccc12)N[C@@H]1COCC[C@@H]1OCc1ccccn1
  2.0% | 18.2 | -16.0% | 1.5% | 3.1% | -0.3% | -0.2%
> COc1cc2c(cc1OC)C(CNC(=O)c1ccco1)N(C(=O)Nc1cccc(F)c1)CC2 (stereo not given)
  -23.8% | -14.2 | -19.0% | -4.6% | -13.6% | 44.7µM* | -9.3%
> O=C1NC(C(=O)NCc2ccc(F)cc2)Cn2cccc21 (stereo not given)
  18.3% | 3.9 | i | 5.2% | 11.0% | 1.8% | i
> CCn1ncc(C(=O)N[C@@H]2CN(c3ncccn3)C[C@H]2CN(C)C)c1C
  -8.7% | 11.8 | -3.7% | -2.0% | -3.4% | -21.3% | -6.4%
> COc1ccc(C(=O)N[C@@H]2CN(Cc3cccnc3)C[C@H]2CN(C)C)c(OC)c1
  -4.1% | 13.6 | -5.7% | -24.0% | 4.4% | -17.9% | i
> Cc1ccc(CNC(=O)C(C(C)C)N2Cc3ccccc3C2=O)cc1 (stereo not given)
  20.1% | 23.7 | . | -10.0% | . | . | .
> CCN1CCN(CCN2CC3(CCN(C4CCOCC4)CC3)OC2=O)CC1
  -27.6% | 5.3 | i | 4.7% | 2.0% | i | 0.2%
> Cc1nn(-c2ccccc2)c2c1C(C1CC1)N(C1CCN(C(=O)NC3CCCC3)C1)C2=O (stereo not given)
  . | -3.9 | ? | . | . | 44.7µM* | .
> CCC1Oc2ccc(NC(=O)Cc3ccccc3)cc2CN(Cc2cccc(OC)c2)C1=O (stereo not given)
  ? | -0.4 | ? | -5.1% | -4.9% | ? | i
> CCC(Cn1nnc2ccccc2c1=O)NC(=O)Nc1ccccc1OC (stereo not given)
  0.2% | 3.0 | . | 7.3% | . | . | .
> CC[C@H]1CN(S(=O)(=O)c2c(C)noc2C)CC[C@H]1CC(=O)Nc1ccccc1
  -24.8%[87.6 µM] | -14.2 | -5.9%[174 µM] | 5.6%[87.6 µM] | 5.0%[172 µM] | 1.8%[172 µM] | 0.8%[88.5 µM]
> COC(=O)NC1CCN(c2ccc3nnc(-c4ccccc4)n3n2)C1 (stereo not given)
  . | -4.3 | ? | . | . | -5.2% | .
> COc1ccc(C)cc1NC(=O)COCc1cc(-c2cccs2)on1
  -13.8% | 7.0 | . | -1.8% | . | . | .

A stretch from further up, for reference:
The line under a structure holds: SNCA expr inh | IP6K1 inhibitor | NIH3T3 tox | SNCA viab count | Luciferase inh | HEK293 tox | GPT2 inhibitor
> CCN1CCN(CCN2CC3(CCN(C4CCOCC4)CC3)OC2=O)CC1
  -27.6% | 5.3 | i | 4.7% | 2.0% | i | 0.2%
> Cc1nn(-c2ccccc2)c2c1C(C1CC1)N(C1CCN(C(=O)NC3CCCC3)C1)C2=O (stereo not given)
  . | -3.9 | ? | . | . | 44.7µM* | .

Compound activity deposited in PubChem BioAssay by National Center for Advancing Translational Sciences (NCATS).
